Polio RdRp inh: inhibitors of poliovirus RNA polymerase binding and polymerization | poliovirus polymerase elongation, fluorescence polarization; stronger effect = lower value | 150,000 tested, 0.66% active | % elongation, % (compound at 16.7 µg/mL); in the data active means % elongation below about 90%; further: some results filed as inactive read as strong as hits
Target sequence (P03300 1749-2209 limits assumed): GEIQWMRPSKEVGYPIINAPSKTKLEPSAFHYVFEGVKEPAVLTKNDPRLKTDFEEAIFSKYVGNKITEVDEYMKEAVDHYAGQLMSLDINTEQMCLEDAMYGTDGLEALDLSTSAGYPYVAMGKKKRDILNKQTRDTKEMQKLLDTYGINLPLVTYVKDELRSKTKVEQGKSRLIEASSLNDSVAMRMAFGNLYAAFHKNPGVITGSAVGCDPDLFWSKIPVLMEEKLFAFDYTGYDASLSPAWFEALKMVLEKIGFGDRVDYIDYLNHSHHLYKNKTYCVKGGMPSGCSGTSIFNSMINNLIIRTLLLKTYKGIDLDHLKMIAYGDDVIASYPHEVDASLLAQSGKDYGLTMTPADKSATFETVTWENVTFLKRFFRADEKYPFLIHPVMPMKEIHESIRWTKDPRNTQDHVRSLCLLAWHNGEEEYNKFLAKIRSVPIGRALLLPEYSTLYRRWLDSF
Polio RdRp inh FP z-score: also measured in Polio RdRp inh; calls as there; z-score; measured here: FP z-score; hits read low
* marks the source's active call; other numbers are inactive results. A portion of the library; count on the stated rates, not on these rows.

SMILES | Polio RdRp inh | Polio RdRp inh FP z-score
CC(C)(C)SCC(=O)Nc1cccc2ncccc12 | 108 | 0.7
O/N=C/c1ccc[n+](C/C=C/c2ccccc2)c1 | 104 | 0.5
CCOc1ccc(NC(=O)c2c(NCc3cccs3)sc3c2CCCCC3)cc1 | 107 | 0.5
Cc1ccccc1CN1CCC(CNc2ncnc3onc(-c4ccc(Cl)cc4)c23)CC1 | 111 | 0.6
O=C(NC1CCCCCC1)C1CCN(C(=O)N2CCOc3ccccc32)CC1 | 112 | 0.9
O=C(COC(=O)Cc1ccccc1)Nc1ncc(Cl)cc1Cl | 101 | -0.3
CCOC(=O)c1cc(OC(=O)c2ccc(OC)c(OC)c2)n(-c2ccccc2)n1 | 105 | 0.1
CC(C)C(=O)N1N=C(c2cccc(NS(C)(=O)=O)c2)CC1c1ccccc1 (stereo not given) | 103 | 1.5
CCOC(=O)C1CCN(C(=O)CSc2ccc(Br)cc2)CC1 | 100 | -0.1
CC(=O)Oc1ccc(Cl)cc1C1OC(c2nc3nc(C)cc(C)n3n2)=NN1C(C)=O (stereo not given) | 103 | 1.2
COc1ccc(C(O)(CCc2ccccc2)C(CN2CCCCC2)c2ccccc2)cc1 (stereo not given) | 104 | 0.5
COc1ccc(CCN2C(=O)N(c3cccc(C)c3)C(=O)C2CC(=O)Nc2ccccc2)cc1OC (stereo not given) | 103 | -0.2
Brc1ccc2ncnc(-c3ccccc3)c2c1 | 98 | -0.8
CCOc1ccccc1C(=O)NCc1ccc2[nH]c(C)cc2c1 | 102 | 0.2
CCCCNS(=O)(=O)c1ccc(Cl)cc1 | 103 | -0.2
Nc1ccc(N2CCN(c3ncc(C(F)(F)F)cc3Cl)CC2)c(C(F)(F)F)c1 | 105 | 0.2
CCC1CN(C(=O)Nc2cccc3c2CCCC3)c2cc(Cl)ccc2O1 (stereo not given) | 111 | 0.7
Cc1cc(C)c(C(=O)COC(=O)c2nccnc2N)cc1C | 106 | 0.5
CCOc1ccccc1NS(=O)(=O)c1cc(-c2cnc(C3CC3)o2)ccc1C | 109 | 0.5
CNC(=O)CCc1cn(Cc2ccc(C)cc2)c2ccccc12 | 105 | 0.5
COc1ccccc1OCCOc1ccc(F)cc1 | 102 | 0.5
CCOC(=O)C1=C(C)N(C)C(C)=C(C(=O)OCC)C1c1ccc(C)s1 | 103 | 0.7
CC(Oc1ccccc1)C(=O)NC1CC(C)(C)NC(C)(C)C1 (stereo not given) | 102 | 0.7
CCOC(=O)CN1C(=O)S/C(=C\c2ccc(C(=O)O)cc2)C1=O | 103 | 0.4
Cc1[nH]c(=O)c(C#N)c(C)c1CCC(=O)OCc1ccc(C#N)cc1 | 99 | -0.5
CC1CN(CC(O)COC(c2ccccc2)c2ccccc2)CC(C)O1 (stereo not given) | 99 | -0.7
O=C(O)c1nn(CCN2C(=O)c3ccccc3C2=O)c(=O)c2ccccc12 | 106 | 0.3
CC1CCC2(OC1)O[C@H]1C[C@H]3[C@@H]4CC[C@H]5C[C@@H](O)CC[C@]5(C)[C@H]4CC(=O)[C@]3(C)[C@H]1[C@@H]2C (stereo not given in full) | 100 | 0
CCOc1ccc(-n2nnc(C)c2C(=O)N2CCC(C(N)=O)CC2)cc1 | 99 | -1.8
COC(=O)c1ccc(Oc2nc(N)nc(N(C)C)n2)cc1 | 102 | 0
Cc1ccc(SCC(=O)N[C@@H]2C[C@H]3CC[C@@H]2C3)cc1 | 99 | -0.3
O=C(CSc1nc(-c2ccc(F)cc2)[nH]c1-c1ccc(F)cc1)Nc1ccc2c(c1)OCCO2 | 112 | 0.1
CN(C(=O)CSc1nc(O)cc(=O)n1C1CCCC1)c1ccccc1 | 106 | 0.4
O=C1CCCCCC1CN1CCCCC1 (stereo not given) | 104 | 0.2
Cc1nc(-c2c(C)[nH]c3ccccc23)cs1 | 89* | -1*
CCCCN(C(=O)Cn1ncc2c1-c1cc(C)ccc1OC2)C1CCN(C(C)=O)CC1 | 100 | -1
Cn1cc(CCCC(=O)O)c2ccccc21 | 102 | 0.2
Cn1nnnc1SCCNCc1ccccc1OCc1ccc(Cl)cc1Cl | 102 | -0.8
CN(C(=O)CSc1nc2c(c(=O)[nH]1)CCC2)C1CCCCC1 | 102 | 0.6
CC(=O)OCCCc1nc2ccccc2n1C(C)=O | 101 | -0.3
CC(C)(CNC(=O)c1cccc(S(=O)(=O)N2CCOCC2)c1)N1CCOCC1 | 107 | -0.4
S=C1N(CN2CCCCC2)CCN1CN1CCCCC1 | 104 | 0.2
Cc1ccc(-c2nc(SCC(=O)NCc3ccco3)c3c(=O)n(C)c(=O)n(C)c3n2)cc1 | 109 | 0.3
Cc1ccccc1OCC(=O)Nc1ccccc1C(=O)OCc1cc(=O)n2ccsc2n1 | 92 | -3.5
CCC(Sc1nnnn1-c1ccccc1)C(=O)N1c2ccccc2Sc2ccccc21 (stereo not given) | 104 | 0.5
CC(C)CNC(=O)CSc1ccc2c(c1)OCCO2 | 99 | -0.5
CCN(CCO)C(=S)Nc1cc(C(=O)OC)ccc1C(=O)OC | 99 | -0.2
COc1ccc(-n2c(=O)c3c(c4cc(OC)ccc4n3C)n(Cc3cccc(C)c3)c2=O)cc1 | 110 | 0.5
COc1ccccc1Cn1c(CNS(=O)(=O)c2ccc3c(c2)CCCC3)nc2cccnc21 | 109 | 0.3
CCc1ccc2[nH]c(=O)c(CN(Cc3ccco3)C(=O)Nc3ccccc3)cc2c1 | 102 | -0.2
CCCc1nc2c(o1)CC(C)(C)CC2=O | 102 | 0
O=C(NCc1nc(-c2ccccc2)no1)Nc1ccccc1 | 103 | 0.6
Cc1nn(CCCC(=O)Nc2cccc(F)c2)c(=O)c2c1sc1ccccc12 | 111 | 0.2
CS(=O)(=O)N1CCN(C2CCCCC2)CC1 | 104 | 0.4
COc1ccccc1N1CCN(C(=O)Cn2c(=O)n3nc(-c4cccc(C)c4)nc3c3ccccc32)CC1 | 107 | 0.2
CC(=O)Nc1ccccc1OCc1cc(=O)n2nc(C)sc2n1 | 99 | -1.2
COc1ccc(CCNC(=O)CCCn2c(=O)c3ccccc3n(CC(=O)Nc3cccc(C)c3)c2=O)cc1OC | 108 | 0.5
CCOC(=O)c1c(C)oc2c1c(C=Nc1cccnc1)c(O)c1ccccc12 | 111 | 1.1
CCc1ccc(NC(=O)C2CCCN(S(=O)(=O)c3ccc4c(c3)CCCN4C(C)=O)C2)cc1 (stereo not given) | 101 | -1.5
O=C(NCC1CCCO1)C1CCN(C(=O)c2ccc(Br)cc2)CC1 (stereo not given) | 100 | 0.1

Reprinted at random: 7 entries already listed.
SMILES | Polio RdRp inh | Polio RdRp inh FP z-score
CC(C)CNC(=O)CSc1ccc2c(c1)OCCO2 | 99 | -0.5
O=C(NCC1CCCO1)C1CCN(C(=O)c2ccc(Br)cc2)CC1 (stereo not given) | 100 | 0.1
COc1ccccc1N1CCN(C(=O)Cn2c(=O)n3nc(-c4cccc(C)c4)nc3c3ccccc32)CC1 | 107 | 0.2
O=C(NCc1nc(-c2ccccc2)no1)Nc1ccccc1 | 103 | 0.6
S=C1N(CN2CCCCC2)CCN1CN1CCCCC1 | 104 | 0.2
CC(C)(CNC(=O)c1cccc(S(=O)(=O)N2CCOCC2)c1)N1CCOCC1 | 107 | -0.4
CC(=O)Nc1ccccc1OCc1cc(=O)n2nc(C)sc2n1 | 99 | -1.2

Remaining list, next part.
SMILES | Polio RdRp inh | Polio RdRp inh FP z-score
CCS(=O)(=O)c1nc(S(=O)(=O)c2ccc(C)cc2)c(NCc2ccc(Cl)cc2)s1 | 103 | -1.5
O=C(c1cc2sccc2n1Cc1ccccc1)N(Cc1ccco1)Cc1cccs1 | 100 | -0.2
CCOc1ccc(CNS(=O)(=O)c2ccc3[nH]c(=O)ccc3c2)cc1 | 111 | 0.8
CCn1c(O)c(N=Nc2ccc(S(=O)(=O)N3CCOCC3)cc2)c(=O)n(CC)c1=S | 100 | 0
CC(C)=CCc1c2c(c3occ(-c4ccc(O)c(O)c4)c(=O)c3c1O)C=CC(C)(C)O2 | 100 | 0.3
Cc1ccc(NC(=O)c2ccc3c(=O)n(Cc4ccco4)c(=S)[nH]c3c2)cc1Cl | 103 | 0.3
CCOc1ccc(Nc2cc(C(=O)NCC(OC)OC)c3ccccc3n2)cc1 | 99 | -0.6
Cc1cc(C)nc(NS(=O)(=O)c2ccc(-n3c(Cn4ncc5ccccc5c4=O)n[nH]c3=S)cc2)n1 | 103 | 0.5
N#CC1(C(=O)O)CN(CCc2ccc(Cl)cc2)CN(CCc2ccc(Cl)cc2)C1 | 103 | -0.1
C#CCn1c(=NC(=O)C2=COCCO2)sc2ccccc21 | 97 | -1.8
CC[n+]1c(/C=C/Nc2ccccc2)sc2ccccc21 | 94 | -0.9
COc1cccc(C(c2sc3nc(-c4ccco4)nn3c2O)N2CCN(C)CC2)c1 (stereo not given) | 107 | 0.2
Nc1oc(-c2ccccc2F)cc1C(=O)c1ccccc1 | 104 | 0.4
Cc1onc(-c2ccccc2)c1C(=O)Nc1ccccc1 | 103 | 0.6
Cc1ccccc1-c1noc(-c2ccc(NCc3ccco3)c([N+](=O)[O-])c2)n1 | 107 | -0.2
CCOc1ccc(N2C(=O)Nc3ccccc3C2(O)C(=O)N2CCCC2)cc1 (stereo not given) | 102 | 0.6
Cc1ccc(S(=O)(=O)c2cn(CC(=O)Nc3ccccc3C)c3cc4c(cc3c2=O)OCO4)cc1 | 111 | 1
O=C(CCC1CCCC1)N1CCN(C(=O)Cc2ccccc2)CC1 | 100 | -0.5
CC(=O)N1c2ccc(S(=O)(=O)N3CCC(C(=O)NC4CCCC4)CC3)cc2CC1C (stereo not given) | 103 | 0.8
CCOC(=O)c1cc(C)n(C)c1C | 103 | 0.6
CC(C)CCN1C(=O)c2ccc(C34CC5CC(CC(C5)C3)C4)cc2C1=O | 105 | 0.5
CCNC(=O)C1Cc2ccccc2CN1S(=O)(=O)c1ccc(F)cc1 (stereo not given) | 104 | 1.2
COc1ccc(S(=O)(=O)N2CCC(C(=O)Nc3c(F)cccc3F)CC2)cc1OC | 104 | 0.5
CCOc1ccc(C2c3c(oc4cc(C)c(C)cc4c3=O)C(=O)N2c2ccccn2)cc1 (stereo not given) | 106 | 0.2
CCOC(=O)Nc1ccc2c(CNC3CCCCC3)cc(=O)oc2c1 | 99 | -0.8
COc1ccc2c(CC(=O)OCc3cc(=O)n4c5c(sc4n3)CCCC5)coc2c1 | 100 | -0.4
Cc1cccc(OCCn2c(CNC(=O)c3ccccc3)nc3ccccc32)c1 | 102 | -1.1
OC(CNCCc1ccc(F)cc1)c1ccccc1 (stereo not given) | 102 | 0
Cc1cc(C)c(NC(=O)Cn2cnc3c(oc4ccccc43)c2=O)c(C)c1 | 111 | 1.1
CCC(Sc1nc2cc3c(cc2c(=O)n1Cc1ccco1)OCO3)C(=O)Nc1ccccc1OC (stereo not given) | 101 | -0.1
CCCCN1C(=O)/C(=C2/C(=O)N(C)c3ccccc32)SC1=S | 100 | 0.1
CCNc1ccc(S(=O)(=O)C(F)(F)F)cc1NC(=O)Cc1ccccc1 | 109 | -0.1
CCn1c(-c2ccco2)nc2ccccc21 | 103 | 0.1
Cc1ccc(-n2ncc(C(=O)NCCN3CCN(C)CC3)c2C2CCN(C(=O)OC(C)(C)C)CC2)cc1 | 103 | -0.5
O=C(O)CN1C(=O)Cc2ccccc2C1=O | 24* | -10*
O=C(c1cccn2c(=O)c3cc(Br)ccc3nc12)N1CCC2(CC1)OCCO2 | 102 | 0.2
Cc1ccc(CCCC(=O)O)cc1 | 102 | -0.2
O=C(/C=C/c1ccc(Br)cc1)NCCCn1ccnc1 | 101 | 0
COc1ccc(SCc2cc3c(F)c(F)c(F)c(F)c3o2)cc1 | 109 | 0.9
CNC(=O)c1ccc(OCc2ccccc2)c(OC)c1 | 102 | 0.8

Some of the entries so far, with two lines to a compound:
Every second line gives: Polio RdRp inh | Polio RdRp inh FP z-score
> CCCCN1C(=O)/C(=C2/C(=O)N(C)c3ccccc32)SC1=S
→ 100 | 0.1
> Cc1ccc(CCCC(=O)O)cc1
→ 102 | -0.2
> CCC(Sc1nc2cc3c(cc2c(=O)n1Cc1ccco1)OCO3)C(=O)Nc1ccccc1OC (stereo not given)
→ 101 | -0.1
> O=C(/C=C/c1ccc(Br)cc1)NCCCn1ccnc1
→ 101 | 0
> O=C(O)CN1C(=O)Cc2ccccc2C1=O
→ 24* | -10*
> Cc1cc(C)c(NC(=O)Cn2cnc3c(oc4ccccc43)c2=O)c(C)c1
→ 111 | 1.1
> CCOc1ccc(C2c3c(oc4cc(C)c(C)cc4c3=O)C(=O)N2c2ccccn2)cc1 (stereo not given)
→ 106 | 0.2

More structures follow.
SMILES | Polio RdRp inh | Polio RdRp inh FP z-score
CNC(=O)C(C)SCc1ccccc1 (stereo not given) | 102 | 0.2
O=C1NC2=C(C(=O)OC2)C(c2ccccc2)N1 (stereo not given) | 103 | 0.4
COc1ccc(-n2c(-c3ccco3)nc3c(cnn3-c3ccc(C)c(C)c3)c2=O)cc1Cl | 99 | -0.5
COc1ccc(Nc2nc3c(S(=O)(=O)c4ccccc4)nnn3c3ccc(Cl)cc23)cc1OC | 104 | -0.2
Cc1cccc(C)c1-n1ncc(C(=O)N2CCN(c3ccccn3)CC2)c1C1CCN(C(=O)OC(C)(C)C)CC1 | 102 | -0.9
Cc1ccnc(NCc2ccc(N(C)C)cc2)c1 | 103 | 0.5
CCOc1ccc(Oc2ccc(C(F)(F)F)cc2N)cc1 | 101 | 0.1
COc1ccc(Cn2c(O)c(C=Nc3cc(C)on3)c3ccccc3c2=O)cc1 | 101 | -0.2
CC1(C(=O)NC2CCCCC2)CCC(=O)N1Cc1cccnc1 (stereo not given) | 104 | 0.8
Cc1ccc(S(=O)(=O)N(Cc2ccccc2)C(C#N)c2ccc3c(c2)OCO3)cc1 (stereo not given) | 104 | 0.1
